Assay outcomes (PubChem BioAssay)
D2 PAM: HTS Assay for Positive Allosteric Modulators of the Human D2 Dopamine Receptor: Primary Screen for Potentiators; D(2) dopamine receptor (Homo sapiens), P14416; HEK293 T-REx D2, calcium flux, EC20 dopamine potentiation; potentiation, % at 10 µM; hit rate 0.34% among 340,000;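 active means potentiation over 3 SD above the plate norm, cut at about 30% in these data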; further: 0% is about no effect
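Cells plated with tetracycline inducer and held overnight at 30 C; calcium dye loaded 30–90 min at room temperature; baseline taken, compound added and read 180 s; EC20 dopamine then added and read 180 s.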
TRHR enhancer: qHTS for Small Molecule Agonists and Allosteric Enhancers of Human TRH Receptor: Primary Screen for Enhancers. TRHR cells, fluo-8 calcium fluorescence, EC20 TRH enhancement. Thyrotropin-releasing hormone receptor (Homo sapiens), P34981. enhancement, % at 2 µM. AID 493056, 2011. hit rate 0.66% among 360,000; in the data active means enhancement above about 30%; further: 0% is about no effect
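TRHR-expressing cells loaded with fluo-8 calcium dye were read kinetically (ex 480/em 530) during compound addition, then stimulated with an EC20 of TRH (10 nM final). Enhancement of the Gq-mediated intracellular calcium response was scored.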
D1 antagonist: Antagonist of Human D 1 Dopamine Receptor: qHTS; D(1A) dopamine receptor (Homo sapiens), P21728; HEK293 TREx D1 cells, calcium flux, dopamine EC80; active compounds read low; activity change, negative = inhibition, % at 10 µM; hit rate 3.2% among 360,000; in the data active means activity change below about -30%; further: on the % scale 0 is the no-effect control and ±100 the full control effect
Target sequence (P21728 whole entry, looked up): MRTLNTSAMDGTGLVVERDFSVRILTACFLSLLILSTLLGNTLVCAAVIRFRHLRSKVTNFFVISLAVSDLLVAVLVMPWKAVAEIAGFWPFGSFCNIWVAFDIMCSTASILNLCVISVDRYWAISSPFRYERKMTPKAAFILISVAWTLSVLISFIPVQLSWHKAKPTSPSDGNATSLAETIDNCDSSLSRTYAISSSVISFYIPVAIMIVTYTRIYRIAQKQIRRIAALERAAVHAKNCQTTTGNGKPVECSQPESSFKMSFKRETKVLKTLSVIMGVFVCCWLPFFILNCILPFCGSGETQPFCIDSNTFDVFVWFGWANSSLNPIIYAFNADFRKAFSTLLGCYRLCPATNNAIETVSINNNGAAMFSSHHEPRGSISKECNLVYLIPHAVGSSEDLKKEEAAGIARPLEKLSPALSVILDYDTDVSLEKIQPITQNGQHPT
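Inducible Hek293 Trex D1 cells (tetracycline, overnight, 30 C). Calcium dye 30–90 min RT. Antagonist mode: EC80 dopamine added after 180 s compound read.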
TRHR ag: qHTS for Small Molecule Agonists and Allosteric Enhancers of Human TRH Receptor: Primary Screen for Agonists. hit rate 0.18% among 360,000. activation, % at 2 µM. TRHR cells, calcium flux fluo-8, FDSS agonist mode. Thyrotropin-releasing hormone receptor (Homo sapiens), P34981. AID 493084, 2011; in the data active means activation above about 30%; further: 0% is about no effect
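TRHR-expressing cells, plated overnight in medium with 10% serum, were loaded with fluo-8 calcium dye at room temperature. After a 10 s baseline, library compound was pin-added and calcium release was recorded kinetically (ex 480/em 530) as agonist response.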
Apoferritin bind: qHTS Assay for Identification of Novel General Anesthetics | Potency, µM (series often up to 77.5 µM), without a hit: at the highest dose activity change, negative = displacement, usual class: inhibitors | hit rate 0.074% among 350,000 | Ferritin light chain (Equus caballus), P02791 | apoferritin/1-aminoanthracene competitive binding, fluorescence; further: potency means the concentration at half of the fitted maximal effect; on the % scale 0 is the no-effect control and ±100 the full control effect; nearly all actives have a fitted effect of over 20% in size
Target sequence (P02791 2-175 limits assumed): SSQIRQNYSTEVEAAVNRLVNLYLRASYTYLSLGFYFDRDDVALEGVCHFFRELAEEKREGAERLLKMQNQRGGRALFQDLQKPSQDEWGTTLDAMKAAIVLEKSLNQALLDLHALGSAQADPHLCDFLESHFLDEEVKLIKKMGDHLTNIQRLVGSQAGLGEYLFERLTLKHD
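Horse-spleen apoferritin (10 uM) in 50% saturated 1-aminoanthracene in PBS was incubated 10 min at room temperature with compound. Fluorescence (ex 380, em 535 nm) was normalized to free and bound 1-AMA, with concentration-response fitted by a four-parameter Hill equation.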
RXFP1 antag: qHTS Assay for Antagonists of the Relaxin Receptor RXFP1. Relaxin receptor 1 (Homo sapiens), Q9HBX9. HEK293-RXFP1, relaxin-stimulated cAMP HTRF, 30 min; active compounds read low. activity change, negative = inhibition, % at 57.5 µM. hit rate 0.59% among 350,000. AID 1259400, 2018;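 active means activity change of -60% or lower, but not beyond a set lower limit; inconclusive means change between -60% and -40%, or beyond the set limit; inactive means change above -40%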; further: on the % scale 0 is the no-effect control and ±100 the full control effect
D1 PAM: Potentiators of Human D1 Dopamine Receptor: qHTS. potentiation, % at 10 µM. hit rate 0.036% among 360,000. D(1A) dopamine receptor (Homo sapiens), P21728. AID 504651, 2011. HEK293 TREx D1 cells, calcium flux, dopamine EC20 potentiation; in the data active means potentiation above about 30%; further: 0% is about no effect
RXFP1 agonist: qHTS Assay for Agonists of the Relaxin Receptor RXFP1. Relaxin receptor 1 (Homo sapiens), Q9HBX9. HEK293T-RXFP1 cAMP TR-FRET, 30 min; response scale: percent of porcine relaxin response, buffer zero. Potency, µM (highest dose often 57.5 µM), for the others: top-dose activation, most hits filed as activators. hit rate 0.3% among 370,000; further: potency means the concentration at half of the fitted maximal effect; on the % scale 0 is the no-effect control and ±100 the full control effect; nearly all actives have a fitted effect of over 60% in size; many of its hits are not listed in these tables
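HEK293T cells stably expressing RXFP1 were pretreated with the PDE4 inhibitor Ro 20174, exposed to compounds for 30 min at 37C, lysed, and cAMP was read by TR-FRET. Data normalized to buffer (basal) and 29 nM porcine relaxin (100%).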
D1 agonist: Allosteric Agonists of the Human D1 Dopamine Receptor: qHTS. D(1A) dopamine receptor (Homo sapiens), P21728. HEK293 T-REx D1 cells, calcium flux, agonist mode. activation, % at 2 µM. hit rate 1% among 360,000. AID 504660, 2011; in the data active means activation above about 30%; further: 0% is about no effect
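Inducible HEK293 T-REx D1 cells, force-coupled to calcium signalling, were plated at 4000 cells/well with tetracycline and held overnight at 30 C. After no-wash calcium dye loading, compound-evoked calcium rise over 180 s flagged agonists.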
Active calls of the source: *; ? = inconclusive; . = no result given; & = joins results of further samples; [ ] = remark or other dose. Unless noted, the call rests on the fitted dose curve; in most records, active means well fitted curve in the direction sought with a large enough effect; inconclusive means small, poorly fitted or top-dose-only effect, or another doubt; inactive means no such curve, though single readings can be large; an effect the other way counts as inactive or inconclusive. These rows are one share of the data; rates above refer to the full screens.

No.	Structure	D2 PAM	TRHR enhancer	D1 antagonist	TRHR ag	Apoferritin bind	RXFP1 antag	D1 PAM	RXFP1 agonist	D1 agonist
1	Cc1cc(C)nc(NC(=O)CSc2nn(-c3ccccc3)c(=S)s2)n1	3	-4	2	-0.7	-7%	-15	-4	0.0%	3
2	COc1cccc(-n2c(SCC(=O)Nc3c(C)cc(C)cc3C)nc3c([nH]c4ccccc43)c2=O)c1	-4	0	8	0.0	-10%	.	-4	-1.0%	0
3	COC(=O)c1ccc(NC(=O)c2cc(=O)c3ccc(C)cc3o2)cc1	3	7	-2	-1.0	6%	0	-1	0.2%	0
4	Cc1cccc(NC(=S)NC(=O)CCc2ccccc2)c1	-8	-2	-1	-0.2	?	0	-4	0.1%	1
5	CN(c1ccc(C(=O)Nc2cccc([N+](=O)[O-])c2)cc1)S(C)(=O)=O	-9	-2	-13	0.5	-6%	-9	-2	-1.2%	9
6	COc1ccc(-c2csc3ncnc(N4CCN(c5ccc(OC)cc5)CC4)c23)cc1	9	-2	10	-1.4	1%	-7	-12	-0.4%	2
7	CCCC(NC(=O)CNC(=O)C(C)(C)C)C(=O)O (stereo unspecified)	9	5	7	0.6	23%	12	-1	-0.5%	5
8	CC(C)c1nnc(NC(=O)CSc2ncn[nH]2)s1	8	10	-4	-0.4	-1%	4	-2	0.9%	2
9	CC(C)c1ccc(C(=O)NCCCNC(=O)c2cnccn2)cc1	17	-5	-17	0.4	-1%	-3	-1	-0.1%	0
10	CCc1ccc(CN2CCC(N3CCC(C(=O)N4CCCC4)CC3)CC2)o1	-2	14	7	0.4	-7%	-29	3	1.1%	0
11	CC(C)CC(=O)Nc1ccnc(-c2ccncc2)n1	-5	0	3	0.5	-7%	0	1	-0.5%	3
12	COc1cccc(N2C(=O)CSC23C(=O)N(Cc2ccccc2)c2ccccc23)c1 (stereo unspecified)	2	4	-14	-0.1	?	.	-1	-0.1%	3
13	COc1ccc(C(=O)N2CCC(N3CCN(c4ccccc4)CC3)CC2)cc1	-20	-1	-18	-0.3	-6%	-9	-1	0.3%	1
14	COc1ccc(C)cc1NC(=O)CSc1nc2ccccc2nc1N1CC(C)OC(C)C1 (stereo unspecified)	-1	-3	19	0.4	-11%	4	2	1.8%	6
15	COc1ccc(CNC(=O)C(Cc2ccccc2)NS(=O)(=O)c2ccc3c(c2)CCN3C(C)=O)cc1 (stereo unspecified)	-4	9	10	-1.0	62%[activator]	-6	0	0.0%	2
16	Cc1ccc(C)c(S(=O)(=O)N2CCN(C(=O)C3CCN(C(=O)c4ccc(F)cc4)CC3)CC2)c1	2	-2	-1	-0.2	.	-19	-6	0.8%	4
17	COc1ccc(S(=O)(=O)N(CCc2ccccc2)CC(=O)O)cc1C	7	17	-3	-0.3	-10%	20	-5	0.1%	1
18	COCCNC(=O)C(c1ccc(F)cc1)N(CCOC)C(=O)CCC(=O)Nc1nccs1 (stereo unspecified)	-9	4	-5	0.2	-8%	-10	1	-0.3%	2
19	COc1cccc(CC(=O)OCC(=O)c2cc(OC)ccc2OC)c1	2	1	0	-1.5	.	2	-3	3.1%	7
20	COc1ccc(NS(=O)(=O)c2cccc(C(=O)NNC(=O)c3ccccc3OC)c2)cc1	6	0	-1	0.4	.	-8	-4	-0.1%	2
21	Cc1ccc(Cl)cc1N1CCN(C(c2ccc(C#N)cc2)c2nnnn2C2CCCC2)CC1 (stereo unspecified)	-12	3	-2	1.2	-11%	-7	-3	0.3%	3
22	O=C(NC1CCCC1)c1cccnc1N1CCCCCC1	-2	3	9	-0.3	-5%	-6	-1	2.2%	1
23	COc1ccccc1Nc1nc(-c2ccccc2)c(CC(=O)O)s1	.	1	-9	-0.1	-2%	.	-5	2.3%	-1
24	CN(Cc1ccccc1F)C(=O)c1sccc1-c1ccccc1	17	-10	8	17	-12%	4	-3	0.7%	1
25	CCC(C(=O)Nc1cc(C)on1)c1ccccc1 (stereo unspecified)	0	10	5	0.2	?	-1	5	0.9%	4
26	O=C(N/N=C/c1ccc([N+](=O)[O-])cc1)c1ccc2nc[nH]c2c1	-12	1	-23	-0.2	-15%	7	-9	-0.1%	1
27	CCOC(=O)c1c(NC(=O)c2ccc(-n3cnnn3)cc2)sc2c1CCCC2	5	6	-1	-0.1	-3%	-9	2	3.1%	1
28	Cc1ccc2oc(C(=O)N(Cc3ccc(N(C)C)cc3)C3CCS(=O)(=O)C3)c(C)c2c1 (stereo unspecified)	0	-1	10	0.8	-5%	-26	1	0.1%	6
29	Cc1ccc(S(=O)(=O)N(CC(=O)Nc2ccc3c(c2)OCO3)c2cc(Cl)cc(Cl)c2)cc1	-4	17	-2	-0.5	28%	-11	-2	0.9%	8
30	CNc1c([N+](=O)[O-])cnn1-c1ccc(Cl)cc1Cl	.	-4	1	0.4	-13%	-5	1	-1.1%	1
31	CCN1C(=S)N[C@@H](c2ccccc2)C(C(=O)OC)=C1C	8	-2&0	-3&-7	4.0&-1.7	?	.	-5&-3	2.3%&0.8%	4&-1
32	CN(C)c1ccc(C(C(=O)NC(C)(C)C)N(C(=O)c2csnn2)C2CC2)cc1 (stereo unspecified)	12	-4	-4	-0.9	-20%	1	9	2.3%	2
33	COc1ccc(CCNC(=O)CN2C(=O)c3ccccc3S2(=O)=O)cc1OC	0	3	-15	0.1	2%	-21	0	0.5%	2
34	COc1ccc(S(=O)(=O)N2CC3CCCN3c3cc(C(F)(F)F)ccc32)cc1 (stereo unspecified)	7	11	-4	-0.1	41%[activator]	-6	2	4.1%	2
35	COCCn1c(SCC(=O)Nc2ccccc2)nc2c(oc3ccccc32)c1=O	4	-5	-6	0.1	-3%	-2	-8	3.3%	1
36	CCc1ccc(NC(=O)CCS(=O)(=O)c2ccc3c(c2)n(C)c(=O)c(=O)n3C)cc1	-3	-6	10	1.6	-1%	0	-3	0.0%	0
37	CCOc1ccccc1NC(=O)c1ccccc1NS(C)(=O)=O	19	3	-3	-0.4	-2%	20	0	0.4%	-1
38	CC(C)n1ncc2c(C(=O)NCc3ccccc3CN(C)C)cc(C3CC3)nc21	-25	1	-38*	-0.2	.	-1	-14	0.5%	-1
39	O=C(O)c1ccc2c(=O)n3c(nc2c1)/C(=C/c1ccc(Cl)cc1Cl)CC3	8	-14	-10	0.6	-11%	0	0	2.0%	1
40	COc1ccccc1CC(=O)Nc1ccccc1C(=O)O	-5	2	-3	1.4	-2%	-13	4	0.4%	2
41	CCOC(=O)N/N=C\c1ccc([N+](=O)[O-])s1	5	-3	-17	0.5	-15%	-4	0	0.5%	0
42	CCN(CC)C(=O)Cn1cc(SCC(=O)Nc2cc(OC)ccc2OC)c2ccccc21	-1	-3	16	-0.1	85%[activator]	-9	-2	-0.2%	6
43	COc1ccc(CNC(=O)CSc2n[nH]c(N)n2)cc1OC	22	-5	5	0.8	4%	4	14	3.2%	0
44	COc1ccccc1CNC(=S)NCc1ccc(Cl)cc1	-4	4	9	0.5	-22%	-9	7	0.0%	8
45	COc1ccccc1CNC(=O)COc1cc(=O)n(C)c2ccccc12	-1	2	-4	-0.3	-8%	.	-5	0.3%	0
46	Cc1c(NC(=O)CSc2ccc(Cl)cc2)cccc1-c1nc2ncccc2o1	-18	-10	-16	1.0	?	-7	4	0.8%	5
47	Cc1cc(SCC(=O)N/N=C/c2ccc(O)cc2O)c(C)cc1Br	0	-3	-22	0.4	?	-11	-6	-2.4%	4
48	CCOC(=O)C(Sc1ncnc2c1sc1nc(N3CCOCC3)c3c(c12)CCCC3)c1ccccc1 (stereo unspecified)	18	10	-5	-0.5	-14%	.	1	1.2%	0
49	Cc1ccc(C(=O)CSc2nn3c(=O)c(C(C)(C)C)nnc3s2)cc1	7	-5	16	0.3	-21%	-4	0	12%	6
50	Cc1ccc(Cl)cc1NC(=S)N(Cc1ccco1)C(C)c1cccs1 (stereo unspecified)	.	-3	10	0.1	11%	2	-3	-1.5%	0
51	Cc1cc(Cl)c(OCCCCNC(C)(C)C)c(Br)c1	-5	-28	26	0.8	-9%	.	0	-0.8%	17
